Bioassay records from PubChem BioAssay.
CXCR6 inh = CXCR6 (human) receptor inhibition; CHO-K1 PathHunter CXCR6 beta-arrestin, luminescence; 0.36% of 360,000 active; AID 602244; inhibition, % at 20 µM; in the data active = inhibition above about 34%, passing the limit was not always enough;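 also: antagonist mode with CXCL16 agonist at 10 nM final; 0% = 10 nM CXCL16 with DMSO and 100% = unstimulated wells without agonist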
Target sequence (O00574 whole entry, looked up): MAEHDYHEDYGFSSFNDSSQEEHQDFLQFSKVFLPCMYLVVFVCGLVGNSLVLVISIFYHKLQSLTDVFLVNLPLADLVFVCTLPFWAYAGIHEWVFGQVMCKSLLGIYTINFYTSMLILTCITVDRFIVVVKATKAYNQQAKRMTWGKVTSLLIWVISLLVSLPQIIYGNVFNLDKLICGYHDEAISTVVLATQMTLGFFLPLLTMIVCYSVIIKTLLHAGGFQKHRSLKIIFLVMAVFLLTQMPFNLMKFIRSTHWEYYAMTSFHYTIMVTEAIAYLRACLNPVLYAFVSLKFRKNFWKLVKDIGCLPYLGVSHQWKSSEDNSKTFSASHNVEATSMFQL
EBI2 block = blocks human EBI2 receptor beta-arrestin signaling; P32249; EBI2 beta-arrestin recruitment, luminescence, 7a,25-OHC stimulated; inhibition, % at 5 µM; 0.81% of 360,000 active; in the data active = inhibition above about 38%;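 also: enzyme fragment complementation signal reports receptor beta-arrestin coupling in cells; 0% = agonist plus DMSO wells and 100% = wells without agonist; some results beyond the cut were filed as inactive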
Target sequence (P32249 whole entry, looked up, the tested form may be a part): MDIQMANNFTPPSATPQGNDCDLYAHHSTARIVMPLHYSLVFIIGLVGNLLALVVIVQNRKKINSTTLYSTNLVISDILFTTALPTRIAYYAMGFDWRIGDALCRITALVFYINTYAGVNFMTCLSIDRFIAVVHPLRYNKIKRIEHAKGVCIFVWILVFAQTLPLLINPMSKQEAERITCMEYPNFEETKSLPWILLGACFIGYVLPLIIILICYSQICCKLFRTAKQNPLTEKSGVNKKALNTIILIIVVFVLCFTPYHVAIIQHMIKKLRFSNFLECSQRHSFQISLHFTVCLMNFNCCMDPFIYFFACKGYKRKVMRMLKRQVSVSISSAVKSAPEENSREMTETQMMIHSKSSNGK
An asterisk follows results filed as active. Only part of the results is shown; the hit share may differ from the screen's.

SMILES	CXCR6 inh	EBI2 block
CCOC(=O)C1=C(COC(=O)CNS(=O)(=O)c2ccc(C)c(C)c2)NC(=O)NC1C (stereo not given)	2	-7
CCOC(=O)C1CCCN(C(=O)c2cccc(C(F)(F)F)c2)CC1 (stereo not given)	2	-10
CCCS(=O)(=O)NC(=O)C1(C)CCCN(C(=O)CCc2cccs2)C1 (stereo not given)	0	-2
CCCS(=O)(=O)NC(=O)C1(C)CCCN(C(=O)c2cccs2)C1 (stereo not given)	5	-4
C[C@H](CO)N1C[C@H](C)[C@@H](CN(C)S(=O)(=O)c2cccc(F)c2)OCc2cnnn2CCCC1=O	-5	1
Nc1ccn([C@@H]2O[C@H](CNC(=O)[C@H]3CCC(=O)N3)[C@@H](O)[C@H]2O)c(=O)n1	0	-1
COc1cccc(OC)c1C(=O)N1CCN(Cc2ccccc2F)CC1	2	6
COc1ccc(-c2ccc(CN3C(C(C)C)C(=O)N(Cc4cn(CCC5OCCO5)nn4)CCS3(=O)=O)cc2)cc1OC (stereo not given)	4	3
CCCCN1C(=O)C(CC(=O)NC(c2ccccc2)c2ccccc2)CC(C(=O)N2CCCCCC2)=C1C (stereo not given)	14	12
CCOC(=O)c1ccc(CN2CCCC(C)(C(=O)NCCOC)C2)cc1 (stereo not given)	-3	-4
O=C(Nc1cc(Cl)ccc1N1CCOCC1)c1ccc2c(c1)OCO2	2	-9
CN(C)c1ccc(CNC(=O)C2Cc3c(-c4cccc(C(N)=O)c4)ccnc3O2)cc1 (stereo not given)	2	10
CCC1NC(=O)c2cc3ccccc3cc2-n2c1nc1cc(F)ccc1c2=O (stereo not given)	2	15
CCCNC(=O)C1(C)CCN(C(=O)c2cc(C)n(C(C)(C)C)n2)C1 (stereo not given)	-4	2
CC1=C(C(=O)N(C)C)CC(CC(=O)NC2CCCC2)C(=O)N1CCCN1CCCC1=O (stereo not given)	4	0
O=C(COc1ccc(F)cc1Br)Nc1ccccc1N1CCCC1	-4	1
COC(=O)[C@H]1C[C@H](OC(=O)Nc2c(C)noc2C)[C@@]2(O)CN(S(=O)(=O)c3ccc(C)cc3)CC2[C@H]1C(=O)OC (stereo not given in full)	-2	-7
Nc1ncnc2c1ncn2[C@@H]1O[C@H](C(=O)N[C@@H](CO)Cc2ccccc2)[C@@H](O)[C@H]1O	-2	3
Cc1cccnc1C(NC(=O)C1CCN(Cc2ccc(Oc3ccccc3)cc2)CC1)c1ccccc1 (stereo not given)	24	16
Cc1ccc(S(=O)(=O)N(C)C[C@H]2OCc3cn(nn3)CCCC(=O)N([C@H](C)CO)C[C@@H]2C)cc1	1	-8

Next section; the last 2 above are carried over.
SMILES	CXCR6 inh	EBI2 block
Cc1cccnc1C(NC(=O)C1CCN(Cc2ccc(Oc3ccccc3)cc2)CC1)c1ccccc1 (stereo not given)	24	16
Cc1ccc(S(=O)(=O)N(C)C[C@H]2OCc3cn(nn3)CCCC(=O)N([C@H](C)CO)C[C@@H]2C)cc1	1	-8
COc1ccc2c(c1)C(=O)C1(CC2)OC1c1cccnc1 (stereo not given)	-6	-2
CC1=CC2(C)NC(=O)C(C)C12 (stereo not given)	9	-8
OC(c1ccc(CN2CCCCC2)cc1)c1ncc(-c2ccccc2)[nH]1 (stereo not given)	-2	-3
O=C(/C=C/[C@H]1O[C@@H](n2ccc(=O)[nH]c2=O)[C@H](O)[C@@H]1O)NCc1ccco1	3	7
CCCCCCCCN1C(=O)[C@H](CC(=O)N2CCN(C(=O)C3CC3)CC2)C[C@@]2(C(=O)OC)CCCCC=C12	6	-1
CCCCOCCCNC(=O)C[C@@H]1C[C@@]2(C(=O)OC)CCCCC=C2N(CCC2=CCCCC2)C1=O	4	4
CC(=O)NNc1nc(-c2ccccc2)c2cc(Cl)ccc2n1	2	-1
CN1C=CC(C(C(N)=O)c2ccccc2)c2ccccc21 (stereo not given)	1	13
CCCc1nc2c3ccccc3ccn2c1Cc1ccc(C)cc1	3	0
COCCCNc1ccn2nc(-c3ccccc3)cc2n1	-7	7
CN1CCN(c2ncnc3c2ncn3[C@H]2CN(Cc3ccc4c(c3)OCO4)C[C@@H](CO)O2)CC1	7	4
CCCCNC(=O)C1c2ccccc2OCC(=O)N1Cc1ccccn1 (stereo not given)	1	-6
COc1ccc(OC)c(NC(=O)C2(C)CCN2C(C)C)c1 (stereo not given)	0	1
O=C(Nc1ccc(F)c(Cl)c1)C1Cc2c(-c3ccc(Cl)cc3)ccnc2O1 (stereo not given)	-1	-4
COc1ccccc1Cc1c(-c2ccc(C#N)cc2)nc2c(Cl)cc(C(F)(F)F)cn12	5	15
Cc1ccsc1C(=O)N1CCCC(C)(C(=O)NS(=O)(=O)C2CC2)C1 (stereo not given)	2	-7
CN1CCC(NC(=O)C2(C)CCN2Cc2ccc3ccccc3c2)CC1 (stereo not given)	3	1
COCCCn1cc(CN(C)C2CN(Cc3cn(CCCOC)nn3)S(=O)(=O)C2)nn1 (stereo not given)	9	-4
Cc1cc(-c2ccc(Br)cc2)n2nc(C)cc2n1	-2	0
Cc1ccc(CN2CC(N3CCCC3)CS2(=O)=O)cc1 (stereo not given)	-4	1
C[C@@H]1CN([C@@H](C)CO)C(=O)CCCn2nncc2CO[C@H]1CN(C)C(=O)Nc1ccccc1F	0	-5
O=C(NCC1CCCCC1)c1ccc2sc([C@H]3C[C@H](O)[C@@H](CO)O3)nc2c1	2	-4
Cc1cc(C(=O)N2CCCC(C)(C(=O)NS(=O)(=O)C3CC3)C2)n(C(C)(C)C)n1 (stereo not given)	-6	-12
CCc1nc2ccc(C(=O)NCc3ccc(OC)cc3)cn2c1N(C)Cc1ccc(OC)cc1	12	17
CC(=O)Nc1ccc(CN(C)c2c(C)nc3ccc(C(=O)N(C)Cc4ccco4)cn23)cc1	-2	-1
Cc1ccc(Cc2c(-c3ccccc3)nc3cc(C)ccn23)cc1	20	-4
COCCNC(=O)C1(C)CCCN(Cc2csc(-c3ccc(Cl)cc3)n2)C1 (stereo not given)	6	8
CCCCC(=O)N(C)c1c(CC)nc2c(OCC(=O)c3ccc(F)cc3)cccn12	1	-3
COC(=O)[C@]12CCCCC=C1N(Cc1ccccc1)C(=O)[C@H](CC(=O)N1CCOCC1)C2	-4	-9
COc1cc2c(cc1OC)C(c1ccccc1[N+](=O)[O-])=NCC2	7	3
CNc1cncc(-c2c(OC)cccc2OC)n1	1	4
CCC(=O)N1Cc2cc(C(=O)Nc3nccs3)nc(-c3cccc(-c4ccccc4OC)c3)c2[C@@H]1CCO	-16	-15
Cc1coc2c(C)c3oc(=O)c(CCC(=O)N[C@H](C(=O)O)C(C)C)c(C)c3cc12	4	-1
CCCCC[C@@H]1CCCCC[C@@H](O)C[C@@H](O)[C@@H](O)/C=C/C(=O)O1	-10	-1
Cc1onc(-c2ccccc2)c1C(=O)OCC(=O)Nc1ccccc1Cl	2	8
Nc1nc(N)c2cc(Sc3cccc(C(F)(F)F)c3)ccc2n1	-8	-9
OC[C@@H]1CN(Cc2cccs2)C[C@H](n2cnc3c(NC4CCCC4)ncnc32)O1	-2	1
CCCn1c(C)cc(C(=O)CN2C(=O)c3ccccc3S2(=O)=O)c1C	6	5
Cc1ccc(S(=O)(=O)N2C[C@@H](C)[C@]3(C2)[C@H](O)[C@H](OC(=O)NC2CC2)C[C@H]2C(=O)N(c4ccccc4)C(=O)[C@H]23)cc1	-5	3
CC(C)N1CCC1(C)C(=O)Nc1nccc2cccnc12 (stereo not given)	0	-4
C[C@H](CO)N1C[C@H](C)[C@@H](CN(C)C(=O)NC2CCCC2)Oc2cc(Br)ccc2S1(=O)=O	7	18
CCOC(=O)C1(C)CCCN1C(=O)c1cccc(F)c1 (stereo not given)	-5	-3
COc1ccc(C)cc1S(=O)(=O)N1CCCC(N2CCN(c3ccccc3)CC2)C1 (stereo not given)	2	2
CC(=O)c1ccc(-c2cnc3c(NC=O)cc(-c4ccc(N5CCN(C)CC5)cc4)cn23)cc1	15	19
O=S1(=O)N[C@H](Cc2ccccc2)COc2cc(N3CCN(Cc4ccccc4F)CC3)ccc21	6	9
CC(C)Oc1ccc(S(=O)(=O)N2CCOCC2)cc1NC(=O)CC1CC2CCC1C2 (stereo not given)	-4	-6
CCCCNC(=O)C1(C)CCCCN1C(=O)c1c(Cl)cccc1Cl (stereo not given)	4	2
CC1(C)CC(N2CCOCC2)=CC(=S)N1	-2	-3
O=C(OCc1cn([C@@H]2C[C@H](c3ccc(Cl)cc3)N(Cc3cccs3)C[C@H]2O)nn1)c1ccccc1	-4	-1
Cc1cc(Br)ccc1NC(=O)CN(C)C(=O)c1ccccc1OCc1c(C)noc1C	-2	2
Cc1ccc(C)c(C(O)c2ncc(-c3cccc4ccccc34)[nH]2)c1 (stereo not given)	-4	3
COCOc1cccc(CN2CCC(C)(Oc3cccc(C#N)c3)C2)c1 (stereo not given)	6	2
CCCCCN(C(=O)CCC(=O)OC(C)C(=O)Nc1ccccc1C)c1c(N)n(CCCC)c(=O)[nH]c1=O (stereo not given)	-2	-7
CCc1nc2ccc(C(=O)Nc3cccc(OC)c3)cn2c1N(CCC(C)C)CCN(C)C	3	-8
COc1ccc(C(C)(NC(C)=O)c2nc(-c3ccncc3)cs2)cc1 (stereo not given)	-1	-9
COCCN(CCOC)Cc1cc(=O)oc2ccc3ccccc3c12	6	-3
CC(=O)NCCNc1nc2cc(-c3cnn(CCC(C)C)c3)sc2c(=O)n1C	-3	-5
O=C1Nc2ccccc2N=C(c2ccccc2)C1N(Cc1ccc(F)cc1)C(=O)c1cccnc1 (stereo not given)	-3	-3
COc1cc(C=NN2CCCCC2)cc(OC)c1OC	-4	-12
CN1CCC(N2CCN(C3CN(CCc4ccccc4)S(=O)(=O)C3)CC2)CC1 (stereo not given)	2	3

Some of the entries so far, with two lines to a compound.
Values run as follows: CXCR6 inh | EBI2 block
C[C@H](CO)N1C[C@H](C)[C@@H](CN(C)C(=O)NC2CCCC2)Oc2cc(Br)ccc2S1(=O)=O
  7 | 18
O=C1Nc2ccccc2N=C(c2ccccc2)C1N(Cc1ccc(F)cc1)C(=O)c1cccnc1 (stereo not given)
  -3 | -3
CC(=O)c1ccc(-c2cnc3c(NC=O)cc(-c4ccc(N5CCN(C)CC5)cc4)cn23)cc1
  15 | 19
Cc1ccc(C)c(C(O)c2ncc(-c3cccc4ccccc34)[nH]2)c1 (stereo not given)
  -4 | 3

Returning to the listing; the two compounds before the break are reprinted first.
SMILES	CXCR6 inh	EBI2 block
COc1cc(C=NN2CCCCC2)cc(OC)c1OC	-4	-12
CN1CCC(N2CCN(C3CN(CCc4ccccc4)S(=O)(=O)C3)CC2)CC1 (stereo not given)	2	3
O=C1c2ccccc2C(c2nnnn2Cc2ccccc2)N1C1CC1 (stereo not given)	4	-5
O=S1(=O)CCN(C2CCCC2)CC1	-2	1
COc1ccc(NC(=O)COC(=O)Cc2cccs2)cc1Cl	-2	-9
CC(C)CN1C(=O)c2ccccc2C1c1nnnn1-c1ccc2c(c1)OCCO2 (stereo not given)	0	-2
C[C@H]1CN([C@@H](C)CO)C(=O)CCCn2nncc2CO[C@@H]1CN(C)Cc1ccc2c(c1)OCCO2	6	-10
COC(=O)C[C@@H]1C[C@H]2c3cc(N(C)C)ccc3O[C@H]2[C@H](CO)O1	-1	-10
C[C@H](CO)N1C[C@H](C)[C@@H](CN(C)S(=O)(=O)c2ccc(C#N)cc2)OCc2cn(nn2)CCCC1=O	0	0

Reprinted at random: 5 compounds from above, in no set order.
SMILES	CXCR6 inh	EBI2 block
C[C@H](CO)N1C[C@H](C)[C@@H](CN(C)S(=O)(=O)c2cccc(F)c2)OCc2cnnn2CCCC1=O	-5	1
Nc1ccn([C@@H]2O[C@H](CNC(=O)[C@H]3CCC(=O)N3)[C@@H](O)[C@H]2O)c(=O)n1	0	-1
CCCS(=O)(=O)NC(=O)C1(C)CCCN(C(=O)CCc2cccs2)C1 (stereo not given)	0	-2
Cc1coc2c(C)c3oc(=O)c(CCC(=O)N[C@H](C(=O)O)C(C)C)c(C)c3cc12	4	-1
O=S1(=O)N[C@H](Cc2ccccc2)COc2cc(N3CCN(Cc4ccccc4F)CC3)ccc21	6	9
